NCOA2 inhibitor – inhibits human steroid receptor coactivator 2 | HEK293 GAL4-SRC2 luciferase reporter, luminescence | AID 651957 | 370,000 compounds, 0.17% hits | inhibition, % at 9 µM | Q15596;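 active = inhibition above the mean inhibition of all tested compounds plus 3 SD, set per campaign, cut at about 52% in these data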;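 note: 0% = DMSO treated cells and 100% = cells given Gossypol at 36 µM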
TLR9-MyD88 block – TLR9-MyD88 interaction inhibition. Q9NR96+Q99836. CHO BLA complementation TLR9-MyD88, CCF4 FRET ratio. inhibition, % at 4.98 µM. 340,000 compounds, 0.21% hits. AID 504734;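 active = inhibition above the mean over all tested compounds plus 3 SD, cut at about 21% in these data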;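 note: 0% = DMSO only wells and 100% = clavulanate BLA inhibitor control wells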
NOD2 RIPK2 PPI – NOD2-RIPK2 protein interaction inhibition; CHO BLA complementation NOD2-RIPK2, CCF4 ratio; inhibition, % at 4.98 µM; 360,000 compounds, 0.38% hits; AID 624267; in the data active = inhibition above about 21%;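 note: 0% = vehicle only and 100% = reference blocker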
TWEAK-Fn14 inh – blocks TWEAK-Fn14 interaction in a reporter cell assay. inhibition, % at 10 µM. 360,000 compounds, 2% hits. AID 1159606. TWEAK-stimulated Fn14 reporter cells, luciferase luminescence, 8 h; in the data active = inhibition above about 50%
NCOA1 inh – inhibitors of human steroid receptor coactivator 1 (SRC1); 360,000 compounds, 0.12% hits; HEK293 GAL4-SRC1 luciferase reporter, luminescence; inhibition, % at 3.6 µM; Q15788;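 active = inhibition above the campaign mean plus 3 SD, with each screening campaign given its own cutoff, cut at about 60% in these data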;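 note: 0% = DMSO treated cells and 100% = gossypol at 36 µM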
COUP-TFII inh – inhibitors of human COUP-TFII (NR2F2). P24468. HEK293T NGFI-A luciferase reporter, luminescence. inhibition, % at 8.6 µM. 370,000 compounds, 0.7% hits. AID 686940;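 active = inhibition above a per-plate cutoff, mean inhibition of test wells between control levels plus 3 SD, cut at about 38% in these data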;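 note: cells cotransfected with COUP-TFII expression vector driving the NGFI-A reporter; 0% = median of COUP-TF2 test wells and 100% = reporter-only cells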
TROY signal inh – TROY signaling inhibition. 360,000 compounds, 0.98% hits. Q293 LMP1-TROYcd NF-kB luciferase reporter, 4 h. inhibition, % at 10 µM;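 active = compounds whose plate-normalised and pattern-corrected inhibition of the luciferase reporter signal at the single screening dose is 50% or more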
ABHD5 PLIN5 PPI – ABHD5-PLIN5 protein interaction inhibition. Q00G26+Q8WTS1. Split G. princeps luciferase complementation, luminescence, 4 h. inhibition, % at 4 µM. 360,000 compounds, 0.78% hits. AID 602281;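 active = inhibition above the mean inhibition across every tested compound plus 3 SD, cut at about 22% in these data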;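 note: 0% = DMSO only wells and the 100% control is not disclosed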
Exocytosis inh – lytic granule exocytosis inhibition; 360,000 compounds, 0.66% hits; AID 651702; inhibition, % at 10 µM; TALL-104 LAMP-1 surface exposure, flow cytometry; cells stimulated with thapsigargin and PMA;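 active = inhibition above about 55%, limit read from the data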
LRH-1 inv ag – inverse agonists of human LRH-1 (NR5A2); HEK293T StAR-luciferase reporter, LRH-1 transfected, 24 h; inhibition, % at 3.6 µM; 360,000 compounds, 0.13% hits;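 active = inhibition above the mean inhibition of all tested compounds plus 3 SD, cut at about 73% in these data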;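 note: 0% = DMSO wells and 100% = reporter-only cells lacking LRH-1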
SRC3 inh – inhibits human SRC3 coactivator; Q9Y6Q9; HEK293 GAL4-SRC3 luciferase reporter, luminescence; inhibition, % at 3.6 µM; 360,000 compounds, 0.17% hits;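 active = inhibition above a per-campaign cutoff, the mean of all compounds plus 3 SD, cut at about 60% in these data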;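 note: 0% = DMSO-treated cells and 100% = gossypol-treated cells at 36 µM; higher means less SRC3-driven luciferase light from the GAL4 reporter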
Target sequence (Q9Y6Q9 whole entry, looked up, the tested form may be a part): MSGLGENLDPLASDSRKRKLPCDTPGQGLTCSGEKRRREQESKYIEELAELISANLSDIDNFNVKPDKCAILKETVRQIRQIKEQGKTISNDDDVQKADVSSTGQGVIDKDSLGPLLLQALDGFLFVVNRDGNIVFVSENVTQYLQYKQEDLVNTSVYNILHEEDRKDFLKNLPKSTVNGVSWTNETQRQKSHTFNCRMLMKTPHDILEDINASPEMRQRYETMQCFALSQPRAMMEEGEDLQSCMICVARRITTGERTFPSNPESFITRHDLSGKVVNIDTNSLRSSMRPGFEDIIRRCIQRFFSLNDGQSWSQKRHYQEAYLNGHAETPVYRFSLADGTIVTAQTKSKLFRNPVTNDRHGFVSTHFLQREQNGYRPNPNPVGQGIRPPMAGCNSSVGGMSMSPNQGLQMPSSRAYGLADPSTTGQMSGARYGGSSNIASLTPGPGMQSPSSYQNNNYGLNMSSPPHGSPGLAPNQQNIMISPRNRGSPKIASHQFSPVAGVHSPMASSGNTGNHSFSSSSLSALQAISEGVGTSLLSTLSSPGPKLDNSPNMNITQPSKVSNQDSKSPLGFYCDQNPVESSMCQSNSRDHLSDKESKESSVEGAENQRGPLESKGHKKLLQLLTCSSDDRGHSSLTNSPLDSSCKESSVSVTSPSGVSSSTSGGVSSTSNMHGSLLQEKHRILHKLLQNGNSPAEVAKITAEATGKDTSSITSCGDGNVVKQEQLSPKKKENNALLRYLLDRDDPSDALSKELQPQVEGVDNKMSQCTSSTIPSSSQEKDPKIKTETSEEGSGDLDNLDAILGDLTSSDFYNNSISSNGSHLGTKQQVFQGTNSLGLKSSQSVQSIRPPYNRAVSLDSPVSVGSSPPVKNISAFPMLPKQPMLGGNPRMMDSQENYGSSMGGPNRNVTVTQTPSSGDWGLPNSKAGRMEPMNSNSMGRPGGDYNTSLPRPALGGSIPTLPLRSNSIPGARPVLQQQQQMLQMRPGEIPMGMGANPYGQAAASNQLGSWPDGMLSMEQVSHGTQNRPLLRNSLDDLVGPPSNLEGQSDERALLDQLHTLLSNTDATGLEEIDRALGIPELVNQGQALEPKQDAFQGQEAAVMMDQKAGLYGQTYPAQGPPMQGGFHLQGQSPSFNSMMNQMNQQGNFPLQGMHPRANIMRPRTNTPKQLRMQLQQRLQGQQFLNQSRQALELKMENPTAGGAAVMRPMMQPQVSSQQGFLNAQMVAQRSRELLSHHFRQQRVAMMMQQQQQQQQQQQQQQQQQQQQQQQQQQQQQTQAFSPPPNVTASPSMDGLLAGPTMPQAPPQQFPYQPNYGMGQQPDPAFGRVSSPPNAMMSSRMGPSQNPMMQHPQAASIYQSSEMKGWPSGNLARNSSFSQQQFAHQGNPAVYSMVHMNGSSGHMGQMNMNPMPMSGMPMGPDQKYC
An asterisk follows results filed as active; · = no result given. The list is partial; rates above refer to the full screens.

Molecule | Exocytosis inh | NCOA1 inh | TROY signal inh | ABHD5 PLIN5 PPI | NOD2 RIPK2 PPI | NCOA2 inhibitor | COUP-TFII inh | TLR9-MyD88 block | TWEAK-Fn14 inh | SRC3 inh | LRH-1 inv ag
COC(c1ccccc1)c1nnc(CCC(=O)N(C)CCc2ccccc2)o1 (stereo unspecified) | -0.2 | -11.3 | -3.8 | 0.2 | -10.1 | -22.7 | 2.7 | -7.5 | -7.7 | 17.5 | 16.0
CC(C)c1nc(C(=O)N2CCCC(N3CCN(c4cccc(Cl)c4)CC3)C2)cs1 (stereo unspecified) | 3.3 | -21.2 | 5.1 | -4.4 | -4.8 | 9.6 | 6.7 | -7.3 | 4.5 | -2.9 | -7.0
Cc1cc(NC(=O)CCC(=O)N(CCc2ccccc2)C(C(=O)NC2CCCC2)c2ccco2)no1 (stereo unspecified) | 1.4 | 1.3 | -19.9 | -7.9 | -8.2 | -2.1 | 2.5 | -18.9 | -18.5 | 21.3 | -4.5
Cn1nnnc1CCOCCc1nnnn1C | -1.2 | -0.1 | -10.4 | -0.3 | -4.5 | 9.7 | -4.3 | -1.0 | -4.0 | 8.4 | 6.9
CCO/N=C(\C)c1c(O)c2ccccc2n(C)c1=O | -3.6 | -13.1 | 19.9 | 0.0 | 13.8 | -2.2 | -14.9 | 4.6 | 13.3 | -2.6 | 6.0
COc1ccc(C)cc1-n1nnnc1SCc1csc(C)n1 | 0.5 | 2.8 | 4.9 | -3.1 | -11.9 | -25.2 | -1.1 | -4.5 | -3.5 | -2.8 | -10.3
CC(NC(=O)COc1ccccc1)C1COc2ccccc2O1 (stereo unspecified) | -2.8 | -19.0 | -10.9 | 0.2 | 0.8 | 8.9 | -1.1 | 4.9 | -28.6 | -7.7 | 0.9
CCCCC12CN3CC(C)(CN(C1)C31C(=O)N(C)c3ccc(C)cc31)C2=O (stereo unspecified) | 4.0 | -4.3 | 3.9 | 1.9 | -2.1 | 9.9 | -0.7 | -1.9 | 1.0 | -12.3 | -19.0
CN(C)c1ccc(/C=C(/C(=O)c2ccc(Cl)cc2Cl)n2cncn2)cc1 | 6.8 | -16.7 | 3.1 | 12.5 | 9.1 | 9.2 | 7.4 | 11.2 | 36.2 | 6.4 | 4.8
CN(C(=O)c1cnc(N2CCN(c3ncccn3)CC2)c2ccccc12)c1ccc(Cl)cc1 | 6.6 | 9.8 | 40.7 | -0.8 | 3.1 | -36.3 | -6.1 | 1.4 | 48.8 | 4.3 | -0.2
Oc1cccc2cc(Nc3ccccc3)cnc12 | 1.1 | 57.0 | 13.9 | -3.6 | -11.2 | 14.2 | 54.9* | · | 100.1* | 69.2* | 89.8*
CS(=O)(=O)N(C(=O)NC(=O)NC12CC3CC(CC(C3)C1)C2)C1CCCCC1 | -4.4 | 3.6 | -6.8 | -3.0 | 3.5 | 2.8 | -11.1 | 4.5 | -23.3 | 7.8 | 7.4
Cc1ccc(S(=O)(=O)N2CCOCC2)cc1C(=O)NCc1cccs1 | -4.7 | 4.9 | 2.1 | -5.6 | -1.1 | -1.3 | -3.5 | -9.5 | -20.6 | 10.0 | -4.4
Cc1ccc2c(c1)N(CCC(=O)NCc1ccccn1)C(=O)CO2 | -1.5 | 13.1 | 1.3 | 3.6 | 8.4 | -25.3 | 20.2 | -4.9 | 1.2 | -1.9 | -9.3
C=CCn1c(SCn2nnc3ccccc3c2=O)nnc1C1CCCCC1 | -4.5 | -0.8 | 7.0 | -3.6 | 2.9 | 17.6 | -0.5 | -5.4 | -13.6 | 21.2 | -3.2
COc1cccc(N2CCN(C(=O)c3ccc(CSc4nc5ccncc5[nH]4)cc3)CC2)c1 | -1.0 | -11.4 | 20.2 | -1.6 | -1.4 | 18.0 | 42.0* | -16.1 | 9.7 | -11.9 | -12.5
O=C(NNS(=O)(=O)c1ccccc1)c1ccc(O)cc1 | -7.1 | -5.4 | 9.7 | -3.1 | 3.1 | -21.2 | -19.3 | 2.9 | -13.0 | 6.5 | 7.6
Cc1cccc(CCNC(=O)C2CCC(=O)N2Cc2ccc(F)cc2)c1 (stereo unspecified) | 0.2 | 11.7 | -8.2 | 3.1 | 4.2 | -3.8 | 15.8 | -6.4 | 13.2 | 21.4 | 19.5
Cc1ccc(-n2c(SCCN)nnc2-c2cccc(C)c2)cc1 | 2.6 | -12.1 | -0.4 | 4.8 | -0.6 | -33.3 | -2.4 | -3.7 | -21.7 | 12.3 | 8.6
COc1ccccc1CN1CC(C(=O)NCc2cc(C(C)C)no2)CCC1=O (stereo unspecified) | 1.4 | -8.0 | -24.0 | 17.4 | -1.5 | -26.6 | -12.9 | 7.0 | 6.3 | -22.0 | 11.3
COc1ccc2c(CC(=O)Nc3ccccc3OC)coc2c1 | -2.0 | -13.2 | 1.5 | 1.4 | 0.2 | -4.9 | 8.6 | -0.7 | -0.9 | -10.8 | -4.3
COc1ccc(-c2nn3c(-c4ccccc4)nnc3s2)cc1 | -2.4 | 8.1 | -38.3 | 2.0 | -1.3 | -36.2 | -5.8 | 7.4 | -16.4 | -10.0 | -38.7
CCOC(=O)C1=C[C@@H](C(C)(C)C)N(S(=O)(=O)c2ccc(C)cc2)[C@H]1c1ccc(C)cc1 | 0.6 | 11.1 | 19.2 | -6.4 | -9.3 | 13.1 | 9.9 | · | 9.3 | 15.8 | 28.8
COc1cccc(NC(=O)c2sc3nc4n(c(=O)c3c2C)CCC4)c1 | -9.1 | -46.3 | -38.9 | 7.3 | -2.7 | -41.5 | -18.6 | 4.7 | -7.4 | -47.1 | -63.7
COc1ccc(S(=O)(=O)NCC(=O)O)cc1C(=O)NC1CCCCC1 | 0.0 | -8.7 | 15.0 | -2.9 | -2.8 | 0.1 | -8.5 | -4.0 | -12.8 | 8.2 | -10.2

Structures above shown as hits in LRH-1 inv ag:
Structure	Exocytosis inh	NCOA1 inh	ABHD5 PLIN5 PPI	NOD2 RIPK2 PPI	NCOA2 inhibitor	COUP-TFII inh	TLR9-MyD88 block	TWEAK-Fn14 inh	SRC3 inh	LRH-1 inv ag
Oc1cccc2cc(Nc3ccccc3)cnc12	1.1	57.0	-3.6	-11.2	14.2	54.9*	·	100.1*	69.2*	89.8*

Next records follow.
Molecule | Exocytosis inh | NCOA1 inh | TROY signal inh | ABHD5 PLIN5 PPI | NOD2 RIPK2 PPI | NCOA2 inhibitor | COUP-TFII inh | TLR9-MyD88 block | TWEAK-Fn14 inh | SRC3 inh | LRH-1 inv ag
CS(=O)(=O)Cc1ccc(C(=O)Nc2cccc(-c3nc4ccccc4[nH]3)c2)cc1 | -4.7 | -7.2 | -17.4 | 0.7 | -2.4 | -42.2 | -6.9 | 1.2 | -44.4 | -19.8 | -34.9
CCN(CC)C(=O)c1[nH]cnc1C(=O)N[C@@H](C)C(=O)OC(C)(C)C | 3.4 | -4.7 | -9.9 | 3.7 | 2.1 | -5.3 | -0.4 | -6.7 | 14.9 | 7.1 | 9.6
CCN(CC)C(=S)NCCc1ccccc1 | -3.3 | 13.0 | -0.2 | -1.1 | 2.1 | -36.5 | -4.0 | -3.9 | -7.1 | 15.6 | -5.0
O=C1CN(C(=O)COC(=O)c2ccccc2Br)c2ccccc2N1 | -1.8 | -2.1 | -19.6 | -5.0 | -1.8 | 0.8 | -1.5 | -2.1 | -13.2 | -9.7 | -8.0
CC(=O)Nc1ccc(NC(=O)C(C)OC(=O)C2(c3ccc(F)cc3)CCCC2)cc1 (stereo unspecified) | -0.4 | 3.8 | 33.9 | -2.2 | 3.2 | -16.8 | -2.6 | 0.5 | 4.9 | 6.0 | 5.3
O=C(C[C@H]1C/C=C\CC[C@H](Cc2ccc(F)cc2)C(=O)OC[C@H]2CCCN2C1=O)NCCO | 36.3 | 10.8 | -20.8 | 7.5 | -4.4 | 10.4 | 6.6 | 4.6 | 4.7 | -5.5 | -5.5
CC1CCCCC1NC(=O)CSc1nnc(-c2ccccc2)n1N (stereo unspecified) | 1.0 | -8.3 | 0.8 | 0.3 | -5.9 | 2.4 | -3.1 | 3.8 | -13.0 | 11.6 | 15.6
COc1ccc(Cc2c(C3CCCCC3)nc3cc(C)c(Br)c(C)n23)c(C)c1 | 1.4 | · | -9.5 | -1.7 | -14.2 | -3.4 | -8.0 | · | -7.2 | · | 13.6
NC(=O)N/N=C1\CCS(=O)(=O)c2ccc(F)cc21 | -6.1 | 3.9 | 8.5 | 9.5 | 4.2 | 1.1 | 0.4 | -6.2 | 4.2 | -9.4 | -29.6
CC(C)C(OC(=O)c1ccco1)C(=O)NCc1ccc2c(c1)OCO2 (stereo unspecified) | 36.4 | -8.6 | 5.6 | -1.2 | 4.2 | -11.4 | 3.5 | 3.7 | 25.6 | -6.1 | 7.2
CC(C)N1CN=C(Nc2nc3ccccc3o2)NC1 | -0.2 | -35.7 | -48.6 | 1.5 | -14.4 | -51.0 | 5.8 | -0.2 | -6.3 | -25.6 | -27.4
COc1cc(NC(=O)CSc2nc3[nH]c(=O)cc(O)c3s2)cc(OC)c1OC | 5.0 | 0.8 | 16.7 | -12.0 | 1.1 | -0.1 | 1.4 | -3.8 | -8.4 | -16.0 | -19.6
O=C(Cc1ccc(Cl)cc1)NCC(=O)N1CCCCCC1 | 1.6 | 4.1 | 6.2 | 2.1 | 0.8 | -29.9 | 4.3 | 1.4 | 2.9 | 0.0 | 2.8
CCOc1cccc(NC(=O)c2ccc(S(=O)(=O)N(C)C)cc2)c1 | 5.0 | -3.9 | -5.1 | -1.7 | -8.3 | -28.8 | 12.6 | 5.1 | -0.4 | -3.8 | -6.7
CC(=O)Nc1ccc(S(=O)(=O)NNc2ccc([N+](=O)[O-])cc2)cc1 | -2.3 | 3.0 | 2.6 | -4.8 | -3.5 | -32.5 | 8.5 | -1.6 | -5.7 | -8.7 | -11.3
O=S(=O)(c1ccc(NC(=S)NN=C2CCCCC2)cc1)N1CCOCC1 | 0.3 | 0.8 | -4.5 | -5.1 | -22.3 | -3.2 | -8.2 | 6.5 | -18.9 | -9.9 | 4.2

Limited to NCOA2 inhibitor and NCOA1 inh, for some of the entries so far:
| mol | NCOA2 inhibitor | NCOA1 inh |
| --- | --- | --- |
| CC1CCCCC1NC(=O)CSc1nnc(-c2ccccc2)n1N (stereo unspecified) | 2.4 | -8.3 |
| O=C1CN(C(=O)COC(=O)c2ccccc2Br)c2ccccc2N1 | 0.8 | -2.1 |
| Cc1cccc(CCNC(=O)C2CCC(=O)N2Cc2ccc(F)cc2)c1 (stereo unspecified) | -3.8 | 11.7 |
| COc1cccc(N2CCN(C(=O)c3ccc(CSc4nc5ccncc5[nH]4)cc3)CC2)c1 | 18.0 | -11.4 |
| COc1cc(NC(=O)CSc2nc3[nH]c(=O)cc(O)c3s2)cc(OC)c1OC | -0.1 | 0.8 |
